Assay outcomes from PubChem.
Rab9 prom act: activates the Rab9 promoter; Huh7 Rab9 promoter-luciferase reporter, luminescence, 24 h; hit rate 2.8% among 320,000; Potency, µM (series often up to 9.22 µM), inactives show at the highest dose activation, negative = inhibition, usual class: activators; note: potency is the fitted concentration of half-maximal effect; % of control where 0% means no effect; nearly all actives have a fitted effect of over 60% in size
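Huh7 cells stably carrying Rab9 promoter–luciferase reporter, plated 1500 cells/well, compound added after 2 h and incubated 24 h at 37 °C; luciferase luminescence then read after 10 min with detection reagent.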
Gal4-VP16 FLuc: Gal4-VP16 reporter inhibition counter-screen; hit rate 3.5% among 310,000; Drosophila S2 Gal4-VP16 UAS-luciferase, luminescence, 20 h; Potency, µM (doses to about 53.6 µM), for the others: top-dose activity, negative = inhibition, usual class: inhibitors;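 note: Gal4-VP16 expression switched on by copper sulfate through the metallothionein promoter; potency is the fitted concentration of half-maximal effect; % is set by controls: 0 for no effect and ±100 for the full control effect; nearly all actives have a fitted effect of over 50% in size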
NPC1 prom act: NPC1 promoter activation; Potency, µM (doses to about 9.22 µM), for the others: top-dose activation, most hits filed as activators; Huh7 NPC1 promoter luciferase reporter, 24 h; AID 485313; hit rate 2.4% among 320,000;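 note: potency is the fitted concentration of half-maximal effect; % of control where 0% means no effect; nearly all actives have a fitted effect of over 60% in size; reporter is driven by a mutant NPC1 promoter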
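Stable NPC1-promoter luciferase Huh7 line; cpd (DMSO) 24 h, 37 °C, 5% CO2; Amplite luciferase reagent 10 min RT; luminescence readout. qHTS format.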
ELG1 repair inh: blocks ELG1-dependent DNA repair in HEK293T cells; HEK293T ELG1-luciferase reporter, luminescence, 16 h; DNA damage induced by 5-fluorouridine; Potency, µM (top dose mostly 46.1 µM), without a hit: top-dose activity change, negative = inhibition, actives largely listed as inhibitors; hit rate 2.3% among 330,000; AID 504467; note: potency is the fitted concentration of half-maximal effect; % is set by controls: 0 for no effect and ±100 for the full control effect; nearly all actives have a fitted effect of over 55% in size
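Overnight (16 hr) co-exposure of 2,000 cells/well to 5-fluorouridine and compound at 37 °C preceded detection. Luciferase was quantified via ONE-Glo luminescence; loss of signal denotes inhibition.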
BRCA1 expr act: activators of BRCA1 expression; AID 624202; MCF7-BRCA1-FFLuc reporter, luminescence, 48 h; response scale: scaled: vehicle 0%, 10 µM genistein 100%; hit rate 1.1% among 380,000; Potency, µM (top dose mostly 46.1 µM), for inactives: at the top dose activation, usual class: activators; note: potency is the fitted concentration of half-maximal effect; nearly all actives have a fitted effect of over 80% in size; some results filed as inactive show a strong effect at the top dose
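MCF7-BRCA1-FFLuc, 2000 cells/well; 2 h attach, 37 °C/5% CO2; compound 48 h; luciferase substrate 15 min; luminescence end-point. Norm. to genistein 10 microM max activation and DMSO; concentration-response curves fitted.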
RORg inh: ROR gamma (mouse) transcription inhibition; Drosophila S2 Gal4-RORgamma UAS-luciferase reporter, 20 h; hit rate 5.4% among 310,000; Potency, µM (series often up to 53.6 µM), for inactives: at the highest dose activity change, negative = inhibition, usual class: inhibitors; P51450; note: potency is the fitted concentration of half-maximal effect; % is set by controls: 0 for no effect and ±100 for the full control effect; nearly all actives have a fitted effect of over 60% in size
Target sequence (P51450 whole entry, looked up, the tested form may be a part): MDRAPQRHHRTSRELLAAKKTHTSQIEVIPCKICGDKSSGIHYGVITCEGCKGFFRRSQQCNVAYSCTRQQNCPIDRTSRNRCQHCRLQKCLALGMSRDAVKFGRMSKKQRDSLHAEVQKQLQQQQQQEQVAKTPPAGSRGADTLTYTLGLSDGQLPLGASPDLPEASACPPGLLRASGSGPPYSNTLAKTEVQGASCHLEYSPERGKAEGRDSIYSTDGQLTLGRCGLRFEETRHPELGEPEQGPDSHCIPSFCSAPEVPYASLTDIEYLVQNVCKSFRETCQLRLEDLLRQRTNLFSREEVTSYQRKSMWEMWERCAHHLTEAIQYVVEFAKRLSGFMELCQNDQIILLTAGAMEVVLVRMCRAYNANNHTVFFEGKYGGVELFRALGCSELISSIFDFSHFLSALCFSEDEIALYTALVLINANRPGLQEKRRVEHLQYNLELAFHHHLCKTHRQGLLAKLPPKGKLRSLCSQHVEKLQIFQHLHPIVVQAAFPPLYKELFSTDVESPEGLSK
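Drosophila S2 cells stably expressing Gal4-DBD/mouse RORγ fusion under metallothionein promoter plus UAS-luciferase; compound 1 h, then 700 uM CuSO4 induction for 20 h at ambient temperature; inhibition read as reduced luminescence.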
FLuc modulator: firefly luciferase modulation, counter-screen for miR-21 project. purified FLuc, Km substrates, luminescence inhibition. AID 588342. Potency, µM (highest dose often 57.5 µM), for inactives: at the top dose activity change, negative = inhibition, hits mostly inhibitors. hit rate 6.9% among 360,000;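 note: potency is the fitted concentration of half-maximal effect; plate controls were vehicle for no effect and reference inhibitor for full effect; nearly all actives have a fitted effect of over 55% in size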
Target sequence (P08659 whole entry, looked up): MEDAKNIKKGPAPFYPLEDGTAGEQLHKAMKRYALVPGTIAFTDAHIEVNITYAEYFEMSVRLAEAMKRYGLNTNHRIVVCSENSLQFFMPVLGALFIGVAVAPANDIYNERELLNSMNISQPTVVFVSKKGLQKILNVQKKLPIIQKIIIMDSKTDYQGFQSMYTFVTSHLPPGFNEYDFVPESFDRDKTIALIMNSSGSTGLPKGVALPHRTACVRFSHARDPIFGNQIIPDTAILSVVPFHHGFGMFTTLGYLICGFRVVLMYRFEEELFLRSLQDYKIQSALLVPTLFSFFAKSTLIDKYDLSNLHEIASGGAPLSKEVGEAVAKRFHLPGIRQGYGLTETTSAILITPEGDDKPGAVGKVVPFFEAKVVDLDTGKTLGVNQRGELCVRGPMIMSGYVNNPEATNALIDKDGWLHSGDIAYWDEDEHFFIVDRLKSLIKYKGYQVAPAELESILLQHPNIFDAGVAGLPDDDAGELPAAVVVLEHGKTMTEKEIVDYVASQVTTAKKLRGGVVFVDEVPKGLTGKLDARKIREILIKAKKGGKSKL
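Purified P. pyralis luciferase, 10 nM final, with Km-level 10 uM D-luciferin and 10 uM ATP in 50 mM Tris acetate pH 7.5, 10 mM Mg acetate, 0.01% Tween-20, 0.05% BSA; 6-point qHTS titration about 60 µM downward; luminescence read.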
ELG1 genotoxic: genotoxicity induction in ELG1-luciferase HEK293T cells; Potency, µM (series often up to 46 µM), inactives show at the top dose activity change, positive = activation, hits mostly activators; hit rate 1.3% among 330,000; HEK293T ELG1-luciferase reporter, luminescence, 16 h; note: potency is the fitted concentration of half-maximal effect; % of control where 0% means no effect; nearly all actives have a fitted effect of over 60% in size
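After overnight (16 hr) compound treatment at 37 °C, ELG1-luciferase HEK293T cells were lysed with ONE-Glo; luminescence quantified 30 min later at room temperature.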
p53 reactivation: re-activators of mutant p53 | Potency, µM (highest dose often 92.2 µM), for inactives: at the highest dose activity change, positive = activation, actives largely listed as activators | AID 504706 | H1299 p53-A138V BP100-luciferase reporter, luminescence, 24 h | hit rate 0.063% among 320,000; note: potency is the fitted concentration of half-maximal effect; % of control where 0% means no effect; nearly all actives have a fitted effect of over 45% in size
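p53-null H1299 cells stably carrying temperature-sensitive p53-A138V and a BP100-luciferase reporter were pinned with compounds (4-point, 1:5 series) and held 24 hrs at 37 deg C. Luminescence was read 10 min after detection reagent.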
Tb PFK block: T. brucei PFK enzyme inhibition; O15648; T. brucei PFK, ADP-Glo luminescence; Potency, µM (doses to about 57.5 µM), for inactives: top-dose activity, negative = inhibition, most hits filed as inhibitors; hit rate 0.17% among 330,000; AID 485367;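 note: potency is the fitted concentration of half-maximal effect; 0% = uninhibited 1x PFK enzyme wells and -100% = no-enzyme wells; nearly all actives have a fitted effect of over 60% in size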
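Luminescent ADP detection (ADP-Glo, two-step: ATP depletion then ADP-to-ATP conversion for luciferase) reported PFK activity after 45 min room-temperature reaction of 1.25 nM enzyme with 0.5 mM F6P and 0.1 mM ATP at pH 8.0.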
TRPV1 ag: agonists of human vanilloid receptor 1 (TRPV1); activation, % at 8.33 µM; hit rate 0.19% among 320,000; TRPV1-expressing cells, Fluo-8 calcium influx, agonist mode; Q8NER1; in the data active = activation above about 80%; inconclusive = between about 30% and that limit; note: 0% is about no effect
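Cells expressing TRPV1 were dye-loaded with Fluo-8 and read kinetically: 10 s baseline, 3 min after compound (agonist portion), then 2 min after EC20 capsaicin (allosteric enhancer portion). Calcium-bound dye fluorescence at 480/520 nm.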
Starred values were filed as active, the others as inactive; ? = inconclusive; · = no result given; & = joins results of further samples; [ ] = another dose, or the depositor's remark. Unless noted, calls come from the whole dose curve; as a rule, active = well fitted curve in the direction sought with a large enough effect; inconclusive = small, poorly fitted or top-dose-only effect, or another doubt; inactive = no such curve, though single readings can be large; an effect the other way counts as inactive or inconclusive.

SMILES | Rab9 prom act | Gal4-VP16 FLuc | NPC1 prom act | ELG1 repair inh | BRCA1 expr act | RORg inh | FLuc modulator | ELG1 genotoxic | p53 reactivation | Tb PFK block | TRPV1 ag
Cc1ccccc1NC(=O)CN1C(=O)N/C(=C\c2cccn2-c2cccc(C(=O)O)c2)C1=O | -6% | -3% | -10% | -12% | 0% | 2% | ? | -3% | 2% | -24% | 1
COc1ccccc1NC(=S)NC(NC(=O)C(C)C)C(Cl)(Cl)Cl (centres undefined) | -4% | -5% | -4% | 0% | 5% | -5% | 1% | -3% | -1% | -3% | 9
Cc1ccc(S(=O)(=O)N(c2ccccc2)C2CCS(=O)(=O)C2)cc1 (centres undefined) | 5% | 5% | -2% | 14% | -13% | ? | 5% | 1% | -5% | 0% | 0
CCOc1cc(N2CCOCC2)c(OCC)cc1NC(=O)COC(=O)CCc1c[nH]c2ccccc12 | -6% | 0% | 0% | 4% | -5% | -26% | 4% | 2% | 22% | 0% | 9
O=C(NCCC1=CCCCC1)C1CCN(S(=O)(=O)c2cccc3nsnc23)CC1 | -6% | 10% | -2% | -1% | 2% | ? | 0% | 0% | -6% | -7% | 7
O=C(Cc1ccc(S(=O)(=O)N2CCCCC2)s1)Nc1cccc2ccccc12 | 3% | 0% | 1% | 6% | -21% | 3% | 0% | 1% | -6% | 0% | 2
Cc1cc(C)n(-c2nc3nonc3nc2-n2nc(C)cc2C)n1 | -5% | · | -3% | -1% | -11% | 4%[0.365 µM] | -1% | -3% | 6% | 21% | -1
CCc1ccc(CN2CCC(n3nccc3NC(=O)Cc3ccccc3)CC2)o1 | 0% | 13% | -6% | ? | -16% | -2% | 3% | -6% | 4% | -3% | 0
O=C(CSc1nnc(-c2cccnc2)o1)Nc1ccc(Br)cc1 | 8% | -6% | 0% | ? | ? | 23% | 0% | 4% | 11% | 2% | 2
COc1ccc(CNC(=O)C2CCN(S(=O)(=O)c3cccc4nsnc34)CC2)cc1 | -4% | -5% | -2% | -8% | 1% | 4% | -1% | -3% | 5% | 0% | 2
COCCN(CC1CCCN(C2Cc3ccccc3C2)C1)C(=O)CCC(N)=O (centres undefined) | -3% | -2% | 12% | -19% | -23% | -18% | 4% | -8% | 13% | -1% | 8
c1ncn(C23CC4CC(CC(C4)C2)C3)n1 | -2% | 3% | -2% | 2% | 3% | -17% | -3% | -1% | 5% | 2% | -1
CCOc1cc(/C=C/c2nc3ccccc3s2)ccc1OCC(=O)N1CCOCC1 | -1% | -27% | 10% | 23µM* | -35% | 26% | ? | -7% | 15% | -3% | ?
CC(=O)Nc1ccc(Cl)cc1C1COC(=O)C1=N (centres undefined) | 2% | 5% | 0% | 2% | -2% | -19% | 0% | 0% | -11% | 0% | -3
O=C(Oc1cccc(NC(=O)c2cccs2)c1)c1cccc(S(=O)(=O)N2CCCC2)c1 | -1% | -3% | -3% | 27% | 32% | 42% | -11% | 1% | ? | -4% | 6
CSc1ncccc1C(=O)OC(C)C(=O)Nc1cccc(S(=O)(=O)N2CCOCC2)c1 (centres undefined) | · | · | · | ? | -31% | · | · | 0% | -14% | -2% | ·
Cc1cc(Nc2ccccc2F)n2ncnc2n1 | -6% | -6% | -1% | ? | 3% | -16% | 4% | ? | -16% | -6% | 1
Cc1cc(Cl)n2ncc(-c3ccccc3)c2n1 | ? | ? | 25% | ? | ? | 16µM* | 12µM* | ? | 16% | 2% | 4
CCN1C(=O)C(C(=O)c2ccccc2)SC1=S (centres undefined) | 3% | -3% | 4% | ? | 3% | -41% | ? | -12% | 4% | -1% | 2
COc1ccc(NC(=O)c2ccc3nc(-c4ccccc4)c(-c4ccccc4)nc3c2)c(OC)c1 | -2% | -6% | 2% | -9% | -3% | -11% | 6% | 13% | 11% | 0% | -13

Three compounds out of the list, ordered by formula weight, lowest first.
SMILES | Rab9 prom act | Gal4-VP16 FLuc | NPC1 prom act | ELG1 repair inh | BRCA1 expr act | RORg inh | FLuc modulator | ELG1 genotoxic | p53 reactivation | Tb PFK block | TRPV1 ag
Cc1cc(C)n(-c2nc3nonc3nc2-n2nc(C)cc2C)n1 | -5% | · | -3% | -1% | -11% | 4%[0.365 µM] | -1% | -3% | 6% | 21% | -1
COCCN(CC1CCCN(C2Cc3ccccc3C2)C1)C(=O)CCC(N)=O (centres undefined) | -3% | -2% | 12% | -19% | -23% | -18% | 4% | -8% | 13% | -1% | 8
CCOc1cc(N2CCOCC2)c(OCC)cc1NC(=O)COC(=O)CCc1c[nH]c2ccccc12 | -6% | 0% | 0% | 4% | -5% | -26% | 4% | 2% | 22% | 0% | 9

(list continues)
SMILES | Rab9 prom act | Gal4-VP16 FLuc | NPC1 prom act | ELG1 repair inh | BRCA1 expr act | RORg inh | FLuc modulator | ELG1 genotoxic | p53 reactivation | Tb PFK block | TRPV1 ag
CCOc1cc(CN2CCC(CO)(Cc3cccc(C(F)(F)F)c3)CC2)ccc1OC | -34%[inhibitor] | 15% | -2% | -10% | -33% | -3% | -2% | -4% | -4% | 0% | 4
O=C(CC(Nc1ccc(F)cc1)c1ccccc1)c1ccccc1 (centres undefined) | -4% | ? | 8% | ? | -2% | 38% | ? | 3% | ? | -5% | 11
COc1cc(C2NC(=O)NC(C)=C2C(=O)OCC2CCCO2)cc(OC)c1OC (centres undefined) | -4% | -14% | -3% | -4% | -3% | -18% | -4% | 2% | 2% | -11% | -2
CCCCc1c(C(=O)O)cc(OC)cc1C(=O)O | -4% | -2% | 2% | 0% | 5% | -16% | 2% | 6% | 1% | 0% | 1
O=C(C1COc2ccccc2O1)N1CCN(Cc2ccc3c(c2)OCO3)CC1 (centres undefined) | -5% | -9% | -2% | ? | -5% | 31% | 1% | -5% | 1% | -3% | ?
Cc1nc(C)c(C(=O)NCc2ccc(Cl)cc2)o1 | -3% | ? | 0% | -24% | -29% | 38% | -8% | -4% | -3% | -3% | 2
CCOC(=O)C1(Cc2ccc(OC)cc2)CCN(C(=O)c2ccoc2C)CC1 | -1% | -14% | 1% | -11% | 2% | 10% | -8% | -9% | -3% | -1% | 20
Cc1cccc(S(=O)(=O)Nc2nc3ccccc3nc2NCC2CCCO2)c1 (centres undefined) | -5% | -5% | 2% | 0% | 0% | 8% | 3% | -3% | -3% | 0% | 3
CCN(CCC(=O)Nc1ccc(Br)c(C)c1)Cc1ccccc1 | -8% | 3% | 2% | -1% | -54% | -16% | -1% | -6% | -9% | 2% | 8
Cc1ccc(C2(c3ccccc3)NC(=O)N(CC(=O)NC3CCS(=O)(=O)C3)C2=O)cc1C (centres undefined) | -1% | · | -2% | 11% | -15% | · | 3% | 0% | -10% | -5% | 0
CCC1CN(C(=O)N2CCC(C(=O)NCc3ccco3)CC2)c2cc(C)ccc2O1 (centres undefined) | -2% | 7% | 1% | -6% | -17% | 29% | 0%&-12% | -8% | -1% | -1% | 10
CC(OC(=O)CCC1CCCC1)C(=O)Nc1ccccc1[N+](=O)[O-] (centres undefined) | -6% | · | 1% | 0% | -20% | · | 2% | 14% | 7% | -4% | 20
CCOCCCNC(=O)NC12CC3CC(CC(C3)C1)C2 | 14% | 3% | 12% | 26% | 25% | 10% | -11% | 7% | 5% | 2% | 2
O=c1cc(Cc2nnc(SCc3ccccc3)n2-c2ccc(Cl)cc2)[nH]c(=O)[nH]1 | 3% | 1% | -3% | 25% | -2% | -2% | -4% | 3% | 0% | -3% | 1
O=C(NCCc1c[nH]c2ccccc12)Nc1cccc2ccccc12 | 1% | 7% | -4% | 5% | -58% | 26% | -4% | -9% | 0% | 0% | 18
CC(NC(=O)COC(=O)/C=C/c1ccc(Cl)cc1)c1ccccc1 (centres undefined) | 1% | -2% | 0% | ? | -8% | 11% | -5% | 1% | 3% | -4% | 10
Cc1nn(CC(=O)NCCCN2CCOCC2)c(C)c1[N+](=O)[O-] | -4% | 14% | -2% | 6% | 12% | 10% | -4% | 0% | 5% | 1% | -5
CCOc1ccc(C(=O)NCC(c2cccs2)N(C)C)cc1OCC (centres undefined) | 1% | -6% | -1% | 5% | -21% | 3% | 1% | 1% | -5% | 2% | -3
COC(=O)c1cc(S(=O)(=O)NC2CCCCC2)cn1C | -5% | 3% | 3% | ? | 1% | 0% | 0% | -1% | -3% | 1% | 3
CCOC(=O)c1c(C)n(C)c2cc(Br)c(C)cc12 | 2% | 1% | -3% | -17% | 7% | 12% | -12% | 6% | -4% | -1% | 8
CCn1cc(/C=C(\NC(=O)c2ccccc2)C(=O)N2CCOCC2)c2ccccc21 | -7% | -3% | 2% | 10% | -16% | -12% | 5% | 0% | · | 2% | 1
CCc1cccc2c(C(=O)COC(=O)/C=C/c3ccccc3OC)c[nH]c12 | -4% | ? | -2% | -12% | 1% | -3% | -8% | -1% | -5% | 5% | 0
